From PubChem BioAssay
NPSR antagonist – blocks cAMP signaling of the human neuropeptide S receptor. Q6W5P4. CHO-NPSR cells, cAMP TR-FRET, antagonist mode. Potency, µM (series often up to 38.3 µM), for the others: at the top dose activity change, negative = inhibition, most hits filed as inhibitors. hit rate 1% among 220,000; further: on the % scale 0 is the no-effect control and ±100 the full control effect; nearly all actives have a fitted effect of over 50% in size; many of its hits are not listed in these tables
Target sequence (Q6W5P4 whole entry, looked up): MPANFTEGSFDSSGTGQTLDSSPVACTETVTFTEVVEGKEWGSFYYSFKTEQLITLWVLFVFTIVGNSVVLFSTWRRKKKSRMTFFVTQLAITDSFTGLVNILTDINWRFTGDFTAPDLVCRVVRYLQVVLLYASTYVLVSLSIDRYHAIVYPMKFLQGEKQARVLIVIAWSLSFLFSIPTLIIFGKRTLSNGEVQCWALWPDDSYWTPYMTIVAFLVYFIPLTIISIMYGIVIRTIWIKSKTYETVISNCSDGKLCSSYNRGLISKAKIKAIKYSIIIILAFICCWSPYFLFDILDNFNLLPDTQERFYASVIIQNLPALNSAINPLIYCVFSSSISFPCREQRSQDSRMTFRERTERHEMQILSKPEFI
IMPase Li inh – cell-permeable IMPase inhibitors with lithium potentiation | AID 1457 | hit rate 0.35% among 210,000 | Potency, µM (series often up to 59.4 µM), for the others: at the top dose activity, negative = IMPase inhibition, actives largely listed as inhibitors | CHO-M1 cells, IP1 TR-FRET (IP-One), carbachol + lithium;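 further: IP1 builds up when IMPase is blocked and the TR-FRET signal falls; plate controls were basal vehicle for no effect and high inhibitor control for full effect; nearly all actives have a fitted effect of over 50% in size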
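Steps: plate 2000 CHO-M1 cells per well and culture 16–30 h; add compound and lithium; incubate 30 min, 37C; add d2-IP1 tracer and Eu cryptate anti-IP1 antibody in lysis buffer; read after 10 min at room temperature.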
JMJD2E inh – inhibitors of human JMJD2E histone demethylase | B2RXH2 | JMJD2E catalytic domain, FDH-coupled NADH fluorescence (FDH is formaldehyde dehydrogenase) | Potency, µM (top dose mostly 57.1 µM), without a hit: at the top dose activity change, negative = inhibition, usual class: inhibitors | hit rate 1.6% among 230,000; active means well fitted inhibition curve with a large enough effect, not every such curve was filed as active; inconclusive means small, poorly fitted or top-dose-only effect, or another doubt; inactive means no such curve, though single readings can be large or run the other way;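 further: 0% = wells with enzyme and -100% = buffer wells without enzyme; nearly all actives have a fitted effect of over 50% in size; many of its hits are not listed in these tables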
Target sequence (B2RXH2 1-337 limits assumed): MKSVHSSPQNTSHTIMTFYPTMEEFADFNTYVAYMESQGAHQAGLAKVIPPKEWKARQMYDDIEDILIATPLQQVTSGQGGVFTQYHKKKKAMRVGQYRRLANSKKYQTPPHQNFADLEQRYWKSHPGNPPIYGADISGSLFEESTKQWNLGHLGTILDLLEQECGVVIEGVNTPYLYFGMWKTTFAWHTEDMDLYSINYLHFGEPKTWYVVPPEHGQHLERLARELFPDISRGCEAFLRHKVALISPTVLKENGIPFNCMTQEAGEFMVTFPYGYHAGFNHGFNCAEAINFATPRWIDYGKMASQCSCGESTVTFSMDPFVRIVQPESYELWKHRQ
GoLoco inh red – inhibitors of human Gai1-RGS12 GoLoco interaction (red fluorophore). Gai1:RGS12 GoLoco peptide FP, rhodamine, 10 min. Potency, µM (top dose mostly 61.6 µM), for inactives: at the highest dose activity, negative = inhibition, hits mostly inhibitors. AID 880. hit rate 0.44% among 230,000; active means well fitted inhibition curve with a large enough effect, not every such curve was filed as active; inactive means no such curve, though single readings can be large or run the other way; further: on the % scale 0 is the no-effect control and ±100 the full control effect; nearly all actives have a fitted effect of over 30% in size; many of its hits are not listed in these tables
Target sequence (P63096 whole entry, looked up): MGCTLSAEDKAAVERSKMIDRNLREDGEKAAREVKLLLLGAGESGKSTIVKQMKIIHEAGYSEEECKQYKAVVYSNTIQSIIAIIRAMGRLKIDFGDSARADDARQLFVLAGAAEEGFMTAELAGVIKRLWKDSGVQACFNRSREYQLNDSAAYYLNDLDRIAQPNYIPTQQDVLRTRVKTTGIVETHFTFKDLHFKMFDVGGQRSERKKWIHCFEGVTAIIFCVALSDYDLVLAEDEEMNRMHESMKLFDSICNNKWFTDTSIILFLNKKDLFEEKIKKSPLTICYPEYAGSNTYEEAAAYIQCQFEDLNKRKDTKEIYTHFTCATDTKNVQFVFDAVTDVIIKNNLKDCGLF
SMN2 splice up – increases expression of the SMN2 splice variant | HEK293 SMN2-luciferase splicing reporter, luminescence, 30-36 h | Potency, µM (top dose mostly 46.1 µM), inactives show at the top dose activity change, positive = activation, hits mostly activators | hit rate 2.8% among 210,000 | AID 1458; further: % of control where 0% means no effect; nearly all actives have a fitted effect of over 55% in size
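qHTS luciferase splicing reporter: luminescence rises when SMN2 exon 7 is included in transfected HEK293 cells. Compound exposure lasted 30-36 h at 37C, with 4.5 mM final sodium butyrate as control, followed by a ONE-Glo read.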
RECQ1 inh – blocks DNA unwinding by human RECQ1 | P46063 | Potency, µM (top dose mostly 57.3 µM), for the others: top-dose activity, negative = inhibition, most hits filed as inhibitors | hit rate 0.54% among 240,000 | RECQ1 DNA unwinding, red fluorescence kinetic read;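 further: plate controls were vehicle for no effect and no enzyme for full effect; nearly all actives have a fitted effect of over 30% in size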
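50 nM RECQ1T1 preincubated 15 min with compound in Tris pH 8.0 buffer with MgCl2, DTT, Tween-20 and 2.5 ug/ml poly(dI-dC); started with 200 nM TAMRA/BHQ-2 forked duplex and 2 mM ATP. Unwinding read as fluorescence (525/598 nm), two reads 2 h apart.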
Epigenetic derep – regulators of epigenetic silencing causing reporter derepression in mouse cells. murine LDR cells, GFP reporter derepression, 30 h. Potency, µM (doses to about 53.9 µM), for the others: at the top dose GFP activation, most hits filed as activators. hit rate 0.2% among 280,000. AID 1865; further: % of control where 0% means no effect; nearly all actives have a fitted effect of over 60% in size
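Reporter derepression read as number of fluorescent GFP-positive objects, 20-120 um in size, counted by laser-scanning cytometer. Mouse LDR line with an epigenetically silenced CMV-GFP locus; compound incubation 30 h, 37 C.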
KinaseGlo FLuc – counter-screen: inhibitors of Kinase-Glo firefly luciferase | Q27757 | Kinase-Glo luciferase, ATP luminescence, 8 min | Potency, µM (highest dose often 38.3 µM), inactives show at the highest dose activity change, negative = inhibition, usual class: inhibitors | hit rate 0.28% among 200,000 | AID 1379; further: on the % scale 0 is the no-effect control and ±100 the full control effect; nearly all actives have a fitted effect of over 60% in size
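Compounds were added to a substrate mix at pH 7.2 (50 mM imidazole, 10 uM ATP, within the enzyme's linear range), followed by Kinase-Glo detection reagent; luminescence was measured after 8 minutes at ambient temperature.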
Numbers without * were called inactive; i = inactive; ? = inconclusive; / = not tested or not shown; [ ] = dose if it differs, or a comment. Unless noted, the call rests on the fitted dose curve; in most records, active means well fitted curve in the direction sought with a large enough effect; inconclusive means small, poorly fitted or top-dose-only effect, or another doubt; inactive means no such curve, though single readings can be large; an effect the other way counts as inactive or inconclusive. Potency means the concentration at half of the fitted maximal effect. These rows are one share of the data; the hit share may differ from the screen's.

SMILES	NPSR antagonist	IMPase Li inh	JMJD2E inh	GoLoco inh red	SMN2 splice up	RECQ1 inh	Epigenetic derep	KinaseGlo FLuc
CCCn1c(SCC(=O)Nc2cc(S(=O)(=O)N(C)C)ccc2OC)n[nH]c1=O	9%	-7%	2%	4%	-25%	-2%	-1.4%	3%
O=C(Nc1nnc(-c2ccco2)s1)C1CCCCC1	-15%[46.1 µM]	-2%[38.3 µM]	-6%	18%	-9%	-7%	-0.7%	12%
CC(C)CC(O)C1CCN(C(=O)CCc2nnc(-c3ccccc3)o2)CC1 (stereo not given)	-3%	4%	5%	-2%	/	i	-1.1%	-1%
CC1(C)Cc2nc3oc4c(=O)n(CC(=O)Nc5ccc(Cl)cc5)cnc4c3cc2CO1	2%	/	?	30%[activator]	/	6%	1.6%	/
COc1cccc(CC2(CO)CCCN(Cc3ccc(C)s3)C2)c1 (stereo not given)	19%	11%	4%	9%	/	i	-0.1%	/
CN(C)c1nc(-c2ccccc2)ns1	6%	/	3%	-2%	/	0%	0.0%	/
COc1ccc(CNC(=O)Nc2cccc(C)c2)cc1	4%[46.1 µM]	9%[38.3 µM]	2%	-2%	20%	i	0.0%	-4%
CCOC(=O)N=S(N)(=O)c1ccc(Cl)cc1 (stereo not given)	-5%[46.1 µM]	13%[38.3 µM]	6%	9%	9%	0%	-1.0%	0%
NC(=O)COC(=O)c1ccc(S(=O)(=O)N2CCCCCC2)cc1	-7%[46.1 µM]	10%[38.3 µM]	4%	0%	-2%	-8%	2.6%	-3%
Cc1cn([C@H]2C[C@H](N=[N+]=[N-])[C@H](CO)O2)c(=O)[nH]c1=O	/	-1%	/	9%[14.2 µM]	-17%[9.22 µM]	/	/	-3%[7.66 µM]
CCCc1cc(=O)oc2cc(OCc3cccc(OC)c3)c(Cl)cc12	-16%	0%	-15%	-3%	-9%	-2%	0.0%	-1%
CCOc1ncccc1C(=O)OCc1ccc(C#N)cc1	2%	-1%	7%	11%	-6%	-14%	0.0%	-1%
CN(C(=O)C1CCCO1)c1nnc(-c2ccncc2)s1 (stereo not given)	-4%[46.1 µM]	-1%	/	3%	8%	-7%	0.0%	3%
N#Cc1c(-c2ccccc2)nc(SCC(=O)NC2CCCCC2)[nH]c1=O	-50%	10µM*	7%	6%	-1%	i	1.8%	3%
O=C(CN1C(=O)c2ccccc2C1=O)NCCOc1ccccc1	-8%	/	-20%	3%	/	-4%	1.1%	/
Cc1c(Nc2cc(Cl)c3nonc3c2[N+](=O)[O-])c(=O)n(-c2ccccc2)n1C	6.3µM*	25%	0%	-35%	-57%[inhibitor]	1%	2.9%	0%
Cc1ccc(NC(=O)CSc2nnc(-c3cccs3)n2Cc2ccco2)cc1	-19%[46.1 µM]	5%[38.3 µM]	27%	-6%	-11%	-5%	-1.2%	-3%
CCCOc1ccc(NC(=O)C2OC3OC(C)(C)OC3C3OC(C)(C)OC23)cc1 (stereo not given)	20%	9%	13%	2%	10%	-10%	-1.1%	5%
N#Cc1cc2c(nc1SCc1ccccc1)CCCC2=O	?	33%[38.3 µM]	?	10%	5%	i	-3.2%	0%
Cc1cccc(C2c3[nH]c4ccccc4c3CCN2C(=O)c2cn(C)c3ccccc3c2=O)n1 (stereo not given)	12%	1%	15%	7%	-6%	-11%	3.0%	5%
CCOc1ccc(OCC)c(NC(=O)CCCN2C(=S)NC(C)(C)CC2C)c1 (stereo not given)	-12%	12%	-5%	-1%	-17%[1.84 µM]	-9%	0.9%	-1%
CCOc1ccccc1OCCC(=O)OCC(=O)c1ccc[nH]1	4%	-15%	-3%	11%	-5%	-19%	-1.2%	-1%
CC1(OC(=O)CCc2ccccc2)C(=O)C=C2C=C(c3ccc(C#N)cc3)N(Cc3ccco3)C=C2C1=O (stereo not given)	-19%	7%	?	9%[14.2 µM]	-2%[9.22 µM]	27%	-1.9%	-6%[7.66 µM]
O=C1N/C(=C/c2cccn2-c2ccc(F)cc2)C(=O)N1Cc1ccccc1	-5%[46.1 µM]	-4%[38.3 µM]	-21%	20%	-22%	-15%	0.8%	-1%
COc1cc(OC)cc(C(=O)NNC(=O)c2ccc(S(=O)(=O)N(C)c3ccccc3OC)cc2)c1	38%	/	-1%	-6%	/	-2%	8.8%	/

Continued.
SMILES	NPSR antagonist	IMPase Li inh	JMJD2E inh	GoLoco inh red	SMN2 splice up	RECQ1 inh	Epigenetic derep	KinaseGlo FLuc
O=C(c1ccco1)N1C(=O)c2cccc3cccc1c23	4%[46.1 µM]	-16%[38.3 µM]	?	15%	10µM*	-5%	1.1%	1%
COc1ccc(N2CCN(C(=O)c3ccc(CS(=O)(=O)c4ccc(OC)cc4)o3)CC2)cc1	-14%[46.1 µM]	17%[38.3 µM]	0%	-7%	-10%	-7%	-0.2%	2%
COCCNC(=O)/C(C#N)=C\c1ccc(CNS(=O)(=O)c2ccc(C)cc2)o1	-12%	4%	-10%	7%	5%	i	0.0%	0%
CCOc1ccc2nc(C(=O)N3CCCC(C)C3)sc2c1 (stereo not given)	-22%	-2%	9%	8%	2.8µM*	-5%	0.0%	-19%
Cc1c(C(=O)Nc2ccc3c(c2)CCC3)cccc1[N+](=O)[O-]	-26%	15%	3%	-11%	/	4%	-1.3%	-4%
O=C(Nc1ccccc1C(F)(F)F)c1cc(-c2cccc(O)c2)on1	-16%[46.1 µM]	/	1%	/	/	-1%	0.0%	/
COc1ccc(-c2nc(-c3ccc4c(c3)OCO4)[nH]c2-c2ccc(OC)cc2)cc1	?	-2%	1%	-1%	-90%[inhibitor]	-5%	-1.1%	-1%
Cc1ccccc1OCCC(=O)Nc1ccc(Cl)cc1F	-12%	7%	1%	1%	-2%	-1%	7.4%	0%
Cc1cc(C(F)F)n2ncc(C(=O)NCCc3ccc(Cl)cc3)c2n1	-7%[46.1 µM]	22%[38.3 µM]	0%	1%	-20%	-8%	0.1%	-3%
Cc1ccccc1C(=O)NC(=S)Nc1sc2c(c1C#N)CCC(C)C2 (stereo not given)	-2%[46.1 µM]	-10%[38.3 µM]	5%	-4%	-6%	0%	-1.4%	-5%
COc1ccc(CC(=O)OC(C)CN2CCCC2)cc1 (stereo not given)	-2%[46.1 µM]	25%[38.3 µM]	-4%	-4%	?	i	-1.0%	-3%
CCOC(=O)N1CCN(CC(=O)Nc2c(C(=O)OC)[nH]c3cc(C)ccc23)CC1	-16%[46.1 µM]	-24%[38.3 µM]	?	11%	3%	4%	-0.3%	-4%
c1ccc(-c2cc3c(N4CCN(c5ccccc5)CC4)ncnc3s2)cc1	-53%	7%	?	10%	-11%	-24%	-1.4%	-1%
CC(c1n[nH]c(=S)n1-c1ccc(Cl)cc1)N(C)C (stereo not given)	11%	-4%	?	3%	6%	i	-1.8%	3%
CCCCNC(=O)N(C)c1nc2ccccc2s1	26%	11%	3%	1%	/	-7%	-4.2%	-6%
Cl/C(=C\n1cncn1)c1ccc(Cl)cc1Cl	/	14%	-23%	6%	/	i	-1.6%	6%
CC(C)CCNC(=O)C(C)N(Cc1ccc(F)cc1)C(=O)c1ccc(CN2CCCCC2)o1 (stereo not given)	-4%[46.1 µM]	4%[38.3 µM]	-5%	2%	-3%	-2%	0.0%	4%
O=C(Oc1coc(CSc2ncccn2)cc1=O)c1ccco1	39%	-5%	-4%	18%	-11%	-18%	2.9%	-4%
COc1ccc(CC(=O)N2N=C(c3ccncc3)CC2(O)C(F)(F)F)cc1 (stereo not given)	-11%	1%	5%	3%	13%	i	0.0%	1%
CC(C)Cn1c2c(c(O)c(C(=O)Nc3nc4ccccc4s3)c1=O)CCCC2	12%	/	-30%	-2%	/	0%	-1.6%	/
C/C=C/c1ccc(OCCOc2ccc(C=O)cc2OC)c(OC)c1	-5%	13%	-5%	5%	-11%	-2%	-2.0%	-1%
COC(=O)c1c(C)oc(C)c1S(=O)(=O)NCc1ccc(Cl)cc1	3%	/	1%	2%	/	-2%	-0.4%	/
CSc1ccc(S(=O)(=O)NC2CCCCC2)cc1	-10%[46.1 µM]	21%[38.3 µM]	-6%	3%	?	-5%	-1.9%	-1%
Cc1cc(C)n2nc(S(=O)(=O)N(C)Cc3ccccc3)nc2n1	-10%[46.1 µM]	9%[38.3 µM]	-3%	-3%	-4%	1%	-7.9%	0%
N#Cc1cc(NC(=O)c2ccc(F)cc2)c(=O)n2c1[nH]c1ccccc12	-14%	5%	?	15%	-56%[inhibitor]	i	-0.8%	0%

(continued)
SMILES	NPSR antagonist	IMPase Li inh	JMJD2E inh	GoLoco inh red	SMN2 splice up	RECQ1 inh	Epigenetic derep	KinaseGlo FLuc
Cc1ccc(S(=O)(=O)N2CCCC2C(=O)OCc2nc3sc(C)c(C)c3c(=O)[nH]2)cc1 (stereo not given)	10%	3%	0%	13%	0%	-10%	3.4%	1%
COc1ccc(N2C(=O)c3ccccc3NC23C(=O)N(C)c2ccccc23)cc1 (stereo not given)	-11%[46.1 µM]	16%[38.3 µM]	-2%	-6%	26%	-4%	0.6%	-3%
COc1ccc(CCNCc2ccc(OCc3ccc(Cl)nc3)c(OC)c2)cc1OC	-10%[46.1 µM]	44%[activator][38.3 µM]	1%	7%	19%	-4%	4.5%	16%
CCC(C)(C(=O)NC1CCCC1)N(Cc1ccco1)C(=O)Cc1cccs1 (stereo not given)	-16%[46.1 µM]	9%[38.3 µM]	1%	4%	-7%	-1%	0.0%	1%
O=C(CC1CCCCC1)NCC1CCCO1 (stereo not given)	10%[46.1 µM]	0%[38.3 µM]	3%	-10%	5%	-5%	-0.7%	1%
O=C(O)CC(=O)Nc1ccccc1C(=O)O	1%[46.1 µM]	18%[38.3 µM]	?	-16%	1%	-16%	4.1%	0%
COc1ccc2c(CN(C)c3ccccc3)cc(=O)oc2c1	?	30%[38.3 µM]	?	-17%	9%	i	-1.2%	-5%
CC(C)=CCN1CCN(Cc2cccn2-c2ncccn2)CC1CCO (stereo not given)	1%	6%	3%	14%	-5%	1%	0.0%	-3%
O=C(NN1C(=O)c2ccc(-c3ccc4c(c3)C(=O)N(NC(=O)c3cccnc3)C4=O)cc2C1=O)c1cccnc1	6%	-9%	4%	4%	18%	-10%	5.6%	5%
